F508del corr: F508del CFTR correction, initial screen, CFBE line, single point. hit rate 0.36% among 350,000. activity (quench increase), % at 7.58 µM. AID 720511, 2013. CFBE cells, YFP halide quenching; stimulated with forskolin plus potentiator P3; % fluorescence drop versus neutral controls;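 active means mean added fluorescence quench of at least 8% versus neutral control, with both replicates also reaching 8%; inconclusive means only one of the mean or replicate conditions met; inactive means mean below 8% and not both replicates reaching 8%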;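 further: cells transiently co-express mutant CFTR-F508del with the halide-sensitive YFP; corrector assay measuring rescue of mutant channel to the surface after 24 h compound exposure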
DENV2 CPE rescue: inhibitors of DENV2 cytopathic effect, primary screen, cell-based, plate reader, single concentration; DENV2-infected cells, cytopathic effect rescue; AID 651640, 2012; hit rate 1.7% among 350,000; CPE inhibition, % at 9.99 µM; in the data active means CPE inhibition above about 20%, passing the limit was not always enough; inconclusive means no clear call, values can overlap the other calls; tested in BHK-21 cells;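 further: 0% = median of neutral control wells and 100% = median of positive control wells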
GSIS activator: GLuc luminescence reporter in INS-1E cells, primary screen for activators of glucose-dependent secretion of insulin. hit rate 0.61% among 370,000. activation, % at 16.6 µM. AID 743287, 2014. INS-1E GLuc reporter insulin secretion, 2-3 h;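 active means lowest replicate activation of at least 40%, so every replicate reaches that level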;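 further: 0% = median of neutral control wells and 100% = median of IBMX positive control wells; some compounds called inactive have numbers as strong as hits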
Xi reactivation: activators of inactive X chromosome reactivation, primary screen, imaging, XiGFP fibroblasts, GFP high-content imaging, set 2 | activation, % at 7.58 µM | XiGFP mouse fibroblasts, % GFP-positive cells imaging, 3 d; cells co-treated with 5-aza-dC sensitizer; scaled so ellipticine positive control = 100% | hit rate 0.055% among 360,000;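 active means mean normalized replicate activation at least 10% and every replicate at or above 10%; inconclusive means only one of the two criteria met; inactive means mean below 10% and not all replicates reach 10%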;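 further: 0% = median of on-plate neutral control wells and 100% = ellipticine 6 µM median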
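System: 68-5-11 XiGFP fibroblast line | Buffer or medium: DMEM containing 5-aza-dC | Compound: Single point | Times: Compounds 3 days, fix/stain 15 min at room temperature | Benchmarks: Positive control ellipticine, 6 µM final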
PAX8 reporter: inhibitors of PAX8-driven TPO luciferase reporter, primary screen, RMG-I cells, single concentration; SteadyGlo, 24 h; inhibition, % at 12.6 µM; hit rate 1.2% among 360,000; AID 652154, 2013;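 active means mean replicate inhibition at least 60% with every replicate also reaching 60%; inconclusive means only one of the two criteria is met; inactive means mean below 60% and not all replicates reaching 60%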;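 further: luciferase light reporting Pax8 driven TPO promoter activity; plate controls were median of neutral control wells for no effect and mitoxantrone controls for full effect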
ERp5 inh: inhibitors of ERp5-driven insulin aggregation, primary screen, biochemical, turbidity, absorbance 650 nm, single point. Protein disulfide-isomerase A6 (Homo sapiens), Q15084. hit rate 0.05% among 350,000. AID 651711, 2012. 90 min. inhibition, % at 9.99 µM;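 active means mean replicate inhibition above about 25%, with every replicate also reaching it, limit read from the data, passing the limit was not always enough; inconclusive means only one of those two criteria met; inactive means neither criterion met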
Target sequence (Q15084 whole entry, looked up): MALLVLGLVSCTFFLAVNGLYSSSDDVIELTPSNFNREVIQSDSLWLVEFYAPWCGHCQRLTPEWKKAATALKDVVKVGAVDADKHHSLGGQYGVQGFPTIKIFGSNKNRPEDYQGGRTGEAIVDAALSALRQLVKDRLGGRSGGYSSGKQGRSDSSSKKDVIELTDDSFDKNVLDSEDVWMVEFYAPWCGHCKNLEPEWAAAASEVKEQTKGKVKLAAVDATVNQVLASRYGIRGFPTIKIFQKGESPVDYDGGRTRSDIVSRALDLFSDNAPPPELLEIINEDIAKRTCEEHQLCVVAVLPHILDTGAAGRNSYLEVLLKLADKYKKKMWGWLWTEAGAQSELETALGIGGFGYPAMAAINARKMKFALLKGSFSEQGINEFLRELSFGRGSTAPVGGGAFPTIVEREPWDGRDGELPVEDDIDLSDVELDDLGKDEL
ARNT TACC3 PPI: disruptors of ARNT/TACC3 protein interaction, primary screen, biochemical, AlphaScreen, single concentration; inhibition, % at 9.99 µM; hit rate 0.66% among 390,000; Transforming acidic coiled-coil-containing protein 3 (Homo sapiens), Q9Y6A5; AlphaScreen His-ARNT PAS-B/GST-TACC3 binding, luminescence; TACC3 fragment carries E629A point mutation;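 active means mean inhibition of replicates at least 50% and at least half of replicates each reaching 50%; inconclusive means half or more replicates reach 50% but mean below 50%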;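 further: 0% = complete ARNT plus TACC3 wells and 100% = ARNT alone without TACC3; many hits fall short of the cut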
EWS-Fli inh: EWS/Fli-driven NR0B1 reporter inhibitors, primary screen, A673 cells, NR0B1 luciferase, luminescence, MLPCN library; hit rate 0.67% among 350,000; inhibition, % at 12.6 µM; AID 651661, 2012; viability-normalised;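 active means mean inhibition of at least 50% after viability correction, with every replicate also passing that limit; inconclusive means mean reaches 50% but only one of two replicates passes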;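 further: firefly luciferase signal divided by Alamar Blue viability fluorescence both relative to DMSO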
* = called active by the depositor; ? = inconclusive; . = not tested or not shown. Compounds as they come, and some 4.2% of all compounds hit somewhere here.

SMILES | F508del corr | DENV2 CPE rescue | GSIS activator | Xi reactivation | PAX8 reporter | ERp5 inh | ARNT TACC3 PPI | EWS-Fli inh
CCCCc1cc(=O)oc2cc(OC(C)C(=O)NCCN3CCOCC3)c(Cl)cc12 (stereo not drawn) | 1.1 | 1 | 6 | 0.1 | -179 | -3 | 12 | 3
COc1ccc(S(=O)(=O)CC(=O)c2cc(C)c(O)c(C)c2)cc1 | . | ? | 7 | 0.2 | -24 | 2 | 17 | 13
COC(=O)N1C[C@H](OC(=S)Nc2ccc(OC)cc2OC)[C@H]2C[C@@H]1c1ccccc1O2 | 1.8 | ? | -28 | 1.6 | 2 | -2 | . | 1
C[C@@H]1CCCCO[C@@H](CN(C)C(=O)Nc2ccc3c(c2)OCO3)[C@H](C)CN([C@H](C)CO)C(=O)c2cc(NC(=O)Cc3ccccc3)ccc2O1 | 0.7 | -4 | -22 | -0.6 | 13 | . | -23 | 9
COc1ccc([C@@H]2CC=C(C(=O)O)[C@H](c3ccc(C(C)(C)C)cc3)N2S(=O)(=O)c2ccc(C)cc2)cc1OC | -4.0 | ? | -19 | 0.0 | -8 | -2 | 6 | 1
CCn1c(C)c(C(C)=O)cc(C#N)c1=O | -1.2 | . | -1 | 0.2 | 11 | 6 | -1 | 0
COc1ccc(C(=O)NCC(=O)OCC(=O)c2ccc3c(c2)NC(=O)CO3)cc1OC | 1.2 | -3 | 41 | 0.0 | -7 | 1 | . | 11
Cc1cccc(NC(=O)c2ccc(Cl)c(NC(=O)c3ccncc3)c2)c1C | -1.2 | -3 | -4 | 0.0 | 10 | -6 | -6 | -5
N#Cc1ccc(C(=O)N2CCCCC2c2cc(C(=O)NCc3ccccc3)no2)cc1 (stereo not drawn) | -3.3 | 8 | . | 0.0 | -6 | -3 | . | 5
COc1cccc(N2CCN(CC(=O)Nc3ccccc3C(=O)NCc3ccccc3)CC2)c1 | -3.0 | 0 | 1 | -0.8 | 22 | 0 | 7 | 9
Cc1ccc(S(=O)(=O)/N=C(/c2ccccc2)N(C)C)c(C)c1 | 0.6 | 4 | 20 | 0.4 | -1 | 1 | -5 | -3
C=CCOc1ccc(CN(C)CC(O)COc2cccc3ccccc23)cc1 (stereo not drawn) | -0.8 | ? | 4 | 0.6 | 28 | 0 | -5 | 20
C[C@H]1CN([C@@H](C)CO)C(=O)c2cccc(NS(=O)(=O)c3ccccc3)c2O[C@@H]1CN(C)Cc1ccc(Oc2ccccc2)cc1 | 0.3 | -10 | -11 | 0.0 | 7 | 0 | 4 | 3
CCCn1c(=O)c2sccc2n2c(CCCC(=O)NC3CCN(Cc4ccccc4)CC3)nnc12 | 0.4 | 13 | 1 | 0.0 | 17 | -2 | -3 | .
CC1CCCCC1=NNC(=O)c1ccccc1 (stereo not drawn) | -2.2 | -6 | 7 | -0.1 | -25 | 7 | . | -17
COc1ccc2c3c(n(C)c2c1)[C@H](CO)N(Cc1ccccc1OC)CC31CN(C)C1 | 0.9 | 1 | -8 | 0.2 | . | 2 | . | 3
C[C@H]1CCCCO[C@H](CN(C)S(=O)(=O)c2cccs2)[C@@H](C)CN([C@@H](C)CO)C(=O)c2cc(NC(=O)CCCN(C)C)ccc2O1 | -0.7 | -3 | -3 | -1.3 | . | 3 | 2 | 3
NCC[C@H]1CC[C@H](NC(=O)C2CC2)[C@@H](CO)O1 | 4.0 | 0 | -7 | 0.1 | . | 0 | . | 11
CC(C)(O)C#Cc1ccc([C@@H]2[C@@H](CO)N3CCCCN(C(=O)c4cccc(F)c4)C[C@H]23)cc1 | 3.6 | 0 | 12 | 0.1 | 5 | -4 | -5 | .
CC1=C(C(=O)N2CCCCCC2)CC(CC(=O)NCCN2CCOCC2)C(=O)N1Cc1ccccc1 (stereo not drawn) | 0.4 | -10 | -3 | . | -9 | 7 | . | -5
COc1cccc(-c2cn(CC[C@@H]3CC[C@@H](NC(C)=O)[C@H](CO)O3)nn2)c1 | -0.4 | . | 0 | 0.1 | -48 | -3 | -28 | -3
O=C(NCCCn1ccnc1)c1ccc(F)cc1 | 1.8 | -1 | 7 | -0.1 | 9 | 2 | -4 | 8
CC(C)COP(=O)(c1ccc(N(C)C)cc1)C(O)c1ccc(N(C)C)cc1 (stereo not drawn) | 0.9 | 17 | -12 | 0.0 | -7 | 4 | 8 | -1
CNC(=O)c1ccsc1NC(=O)C1CCN(S(=O)(=O)c2cccs2)CC1 | 1.7 | -2 | -15 | -0.1 | 20 | 1 | 3 | 6
Cc1onc(C(N)=O)c1C(=O)Nc1ncc(C(F)(F)F)cc1Cl | 2.3 | 16 | 9 | 0.0 | 4 | 1 | -12 | -7
CN(C)Cc1c(C(=O)N/N=C/c2ccccc2OCc2ccc(F)cc2)nnn1-c1nonc1N | 1.0 | 10 | 8 | 0.0 | -1 | 3 | 34 | -16
CC(C)CC#Cc1ccc2c(c1)O[C@H](CN(C)Cc1ccncc1)[C@H](C)CN([C@H](C)CO)S2(=O)=O | -0.3 | 12 | 23 | -0.3 | 48 | -5 | 3 | 28
O=C(O)C1=C(C(=O)Nc2cccc(C(F)(F)F)c2)CCCC1 | -1.0 | -1 | 14 | 0.4 | 5 | 1 | . | -8
C[C@H]1CN([C@@H](C)CO)C(=O)c2cc(NC(=O)NC3CCCCC3)ccc2O[C@@H]1CN(C)CC1CCCCC1 | 0.2 | -12 | -15 | 0.1 | 9 | -2 | 4 | -2
CC(=O)Nc1cccc(-c2ccnc3c2CC(C(=O)Nc2cccc(NS(C)(=O)=O)c2)O3)c1 (stereo not drawn) | 7.4 | 5 | 20 | 0.2 | -20 | 4 | . | -12
CC(=O)Nc1ccc(OCC(O)Cn2ccnc2)cc1 (stereo not drawn) | . | -3 | -1 | 0.3 | 15 | 4 | 4 | 0
Cc1n[nH]c(C)c1CCC(=O)N/N=C/c1c(C)[nH]c2ccccc12 | 0.6 | ? | . | 0.0 | 85* | -6 | -3 | 27
CCOC(=O)CC(=O)Nc1ncnc2c1C(c1ccccc1)c1c(ccc3ccccc13)O2 (stereo not drawn) | -2.3 | 2 | 0 | -0.1 | 11 | 4 | 1 | 29
COc1cccc(S(=O)(=O)N[C@@H]2CC[C@@H](CC(=O)NC3Cc4ccccc4C3)O[C@H]2CO)c1 | -0.1 | 2 | 2 | 0.5 | 8 | -6 | -18 | -15
CCC(C)COC(c1ccccc1)(c1ccccc1)C(Oc1nc(C)cc(C)n1)C(=O)O (stereo not drawn) | -5.4 | 7 | 9 | 0.0 | 18 | 2 | -4 | 8
COc1ccc2[nH]c3c(=O)n(N)c(C)nc3c2c1 | . | . | 7 | 0.0 | -14 | . | -1 | .
OCCOc1cccc(CN2CCC(CO)(CCOc3ccccc3)CC2)c1 | 1.6 | 3 | -3 | -0.1 | -20 | -5 | . | 11
CCN(CC(=O)NCc1ccc(Cl)cc1)C(=O)CSc1ccc(F)cc1 | -0.4 | 5 | -16 | 0.2 | . | -3 | -1 | 0
CC(NC(=O)Cc1ccc(NC2=NC3CS(=O)(=O)CC3S2)cc1)c1ccccc1 (stereo not drawn) | 0.0 | ? | -3 | 0.1 | 4 | 1 | 19 | -2
CC1CCN(c2ncnc3nc[nH]c23)CC1 | -3.1 | 7 | . | 0.1 | -10 | 5 | 0 | -4
Cc1cn([C@H]2C[C@H](O)[C@@H](/C=C/C(=O)NCCc3ccc(S(N)(=O)=O)cc3)O2)c(=O)[nH]c1=O | 0.5 | -3 | 7 | -0.3 | -15 | -2 | . | -8
O=C(Nc1cccnc1)Nc1ccc(Cl)cc1Cl | 4.7 | -3 | 10 | 0.0 | -21 | -3 | . | -23
COCCNC(=O)[C@@]1(C)C=C[C@@H](Cc2ccccc2)N1C(=O)c1ccccc1 | -1.3 | -15 | -2 | 0.0 | -115 | 6 | 0 | -65
CC(C)C(NS(=O)(=O)c1cc(C(=O)O)ccc1Cl)C(=O)O (stereo not drawn) | 0.7 | 10 | -7 | -0.1 | -8 | 0 | -1 | 5
Cn1c(N)nc2nc(CCc3ccccc3)c(=O)[nH]c2c1=O | 1.5 | 3 | 4 | -0.1 | -4 | 2 | 11 | 4
C[C@@H]1CN([C@@H](C)CO)C(=O)Cc2cc(NC(=O)Nc3cccc4ccccc34)ccc2O[C@H]1CN(C)S(=O)(=O)c1cccs1 | -2.1 | -1 | 9 | 0.0 | 15 | . | 7 | 5
COCCNC(=O)C[C@@H]1C[C@@H]2c3cc(NS(C)(=O)=O)ccc3O[C@@H]2[C@H](CO)O1 | -3.5 | 3 | -8 | -0.1 | 0 | 1 | 2 | 10
Cc1ccccc1-c1ccc([C@@H]2[C@H]3CN(S(C)(=O)=O)CC(=O)N3[C@H]2CO)cc1 | 1.5 | -3 | -2 | 0.0 | . | 7 | . | 7
CCOc1ccc(S(=O)(=O)N(C)c2ccc(OCC(=O)NC3=NCCS3)cc2)cc1 | 0.0 | -6 | -6 | 0.0 | -6 | 0 | -9 | -14
CO[C@@H]1CC[C@H]2CCN(C)C(=O)[C@@H](C)[C@H](OC)CN(C)C(=O)c3cc(C#N)ccc3OC[C@@H]1O2 | 0.8 | 8 | -1 | -0.1 | 2 | -4 | 23 | 5
COc1ccc(S(=O)(=O)Nc2ccc3c(c2)C(=O)N([C@@H](C)CO)C[C@H](C)[C@@H](CN(C)S(=O)(=O)c2c(C)noc2C)OCCCC[C@@H](C)O3)cc1 | 4.6 | -5 | -13 | 0.0 | 24 | -3 | 13 | 3
Cc1cccc(C)c1NC(=O)C(C1CC1)n1c(-c2ccc(=O)[nH]c2)nc2ccccc21 (stereo not drawn) | -0.2 | 8 | 7 | 0.6 | -1 | -1 | . | -14
CO[C@H]1CN(C)C(=O)c2ccc(NC(C)=O)cc2OC[C@@H](C)N(Cc2nccs2)C[C@H]1C | -2.7 | -13 | 4 | 0.0 | . | -3 | -2 | 1
O=C(CSc1nnc2scc(-c3ccccc3)n12)Nc1ccc2c(c1)OCCO2 | 1.7 | -2 | 13 | . | . | -5 | -17 | 12

Random excerpt: 4 records from the list
SMILES | F508del corr | DENV2 CPE rescue | GSIS activator | Xi reactivation | PAX8 reporter | ERp5 inh | ARNT TACC3 PPI | EWS-Fli inh
CCOc1ccc(S(=O)(=O)N(C)c2ccc(OCC(=O)NC3=NCCS3)cc2)cc1 | 0.0 | -6 | -6 | 0.0 | -6 | 0 | -9 | -14
Cc1ccccc1-c1ccc([C@@H]2[C@H]3CN(S(C)(=O)=O)CC(=O)N3[C@H]2CO)cc1 | 1.5 | -3 | -2 | 0.0 | . | 7 | . | 7
CO[C@H]1CN(C)C(=O)c2ccc(NC(C)=O)cc2OC[C@@H](C)N(Cc2nccs2)C[C@H]1C | -2.7 | -13 | 4 | 0.0 | . | -3 | -2 | 1
COc1ccc(S(=O)(=O)Nc2ccc3c(c2)C(=O)N([C@@H](C)CO)C[C@H](C)[C@@H](CN(C)S(=O)(=O)c2c(C)noc2C)OCCCC[C@@H](C)O3)cc1 | 4.6 | -5 | -13 | 0.0 | 24 | -3 | 13 | 3

Compound activity: PubChem BioAssay, Broad Institute
